NCOA2 inhibitor = inhibits human steroid receptor coactivator 2; Q15596; HEK293 GAL4-SRC2 luciferase reporter, luminescence; inhibition, % at 9 µM; actives 0.17% (n = 370,000); AID 651957;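 active = inhibition above the mean inhibition of all tested compounds plus 3 SD, set per campaign, cut at about 52% in these data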;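 also: 0% = DMSO treated cells and 100% = cells given Gossypol at 36 µM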
KKLEB cytotox = CF airway cell cytotoxicity counter-screen | KKLEB CF airway cells viability, ATPlite luminescence, overnight; active compounds read low; cells stimulated with P. aeruginosa culture filtrate | activity change (cytotoxicity), % at 5 µM | actives 0.36% (n = 360,000) | AID 602141;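 active = corrected activity change at or below -50% at 5 µM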
EBV LMP1 NFkB = Epstein-Barr LMP1 NF-kappaB reporter inhibition; LMP1-induced NF-kappaB luciferase reporter cells, luminescence; actives 0.69% (n = 350,000); inhibition, % at 12.5 µM; AID 504558; in the data active = inhibition above about 41%;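 also: 0% = neutral control wells and 100% = reference inhibitor control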
SRC1 inh = human NCOA1 inhibition. HEK293 GAL4-SRC1 luciferase reporter, luminescence. actives 0.12% (n = 360,000). inhibition, % at 3.6 µM. Q15788;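 active = inhibition above the campaign mean plus 3 SD, with each screening campaign given its own cutoff, cut at about 60% in these data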;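 also: 0% = DMSO treated cells and 100% = gossypol at 36 µM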
SRC3 inh = inhibits human SRC3 coactivator; inhibition, % at 3.6 µM; HEK293 GAL4-SRC3 luciferase reporter, luminescence; actives 0.17% (n = 360,000);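 active = inhibition above a per-campaign cutoff, the mean of all compounds plus 3 SD, cut at about 60% in these data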;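 also: 0% = DMSO-treated cells and 100% = gossypol-treated cells at 36 µM; higher means less SRC3-driven luciferase light from the GAL4 reporter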
CF NFkB inh = blocks PAF-induced NF-kB reporter in cystic fibrosis cells; KKLEB NF-kB-GFP reporter, GFP fluorescence overnight; inhibition, % at 5 µM; actives 0.86% (n = 360,000); AID 588850;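 active = at least 50% inhibition at 5 µM, scaled per plate between neutral and stimulator controls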;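 also: PAF is a Pseudomonas aeruginosa culture filtrate used as stimulus; plate controls were PAF-stimulated DMSO wells for no effect and unstimulated DMSO wells for full effect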
NR5A2 inv ag = NR5A2 inverse agonism in reporter assay; HEK293T StAR-luciferase reporter, LRH-1 transfected, 24 h; O00482; actives 0.13% (n = 360,000); inhibition, % at 3.6 µM;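 active = inhibition above the mean inhibition of all tested compounds plus 3 SD, cut at about 73% in these data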;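 also: 0% = DMSO wells and 100% = reporter-only cells lacking LRH-1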
Target sequence (O00482 whole entry, looked up): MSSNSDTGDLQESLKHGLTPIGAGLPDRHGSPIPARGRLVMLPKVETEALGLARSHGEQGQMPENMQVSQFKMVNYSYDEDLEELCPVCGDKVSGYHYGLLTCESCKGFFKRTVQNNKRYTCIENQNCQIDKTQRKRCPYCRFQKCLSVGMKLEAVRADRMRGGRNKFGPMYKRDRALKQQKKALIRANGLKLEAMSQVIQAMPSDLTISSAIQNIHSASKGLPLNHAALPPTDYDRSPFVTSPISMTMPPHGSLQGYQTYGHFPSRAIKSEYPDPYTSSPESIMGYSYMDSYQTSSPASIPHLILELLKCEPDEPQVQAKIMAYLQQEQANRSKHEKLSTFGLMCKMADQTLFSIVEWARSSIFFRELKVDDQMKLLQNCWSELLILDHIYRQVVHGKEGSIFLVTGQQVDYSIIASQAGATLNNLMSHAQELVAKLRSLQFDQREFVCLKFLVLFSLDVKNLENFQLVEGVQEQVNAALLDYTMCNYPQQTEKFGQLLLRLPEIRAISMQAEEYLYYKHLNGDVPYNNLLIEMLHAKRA
NR2F2 inh = blocks human COUP-TFII nuclear receptor; HEK293T NGFI-A luciferase reporter, luminescence; inhibition, % at 8.6 µM; actives 0.7% (n = 370,000); AID 686940;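 active = inhibition above a per-plate cutoff, mean inhibition of test wells between control levels plus 3 SD, cut at about 38% in these data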;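 also: cells cotransfected with COUP-TFII expression vector driving the NGFI-A reporter; 0% = median of COUP-TF2 test wells and 100% = reporter-only cells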
Target sequence (P24468 whole entry, looked up): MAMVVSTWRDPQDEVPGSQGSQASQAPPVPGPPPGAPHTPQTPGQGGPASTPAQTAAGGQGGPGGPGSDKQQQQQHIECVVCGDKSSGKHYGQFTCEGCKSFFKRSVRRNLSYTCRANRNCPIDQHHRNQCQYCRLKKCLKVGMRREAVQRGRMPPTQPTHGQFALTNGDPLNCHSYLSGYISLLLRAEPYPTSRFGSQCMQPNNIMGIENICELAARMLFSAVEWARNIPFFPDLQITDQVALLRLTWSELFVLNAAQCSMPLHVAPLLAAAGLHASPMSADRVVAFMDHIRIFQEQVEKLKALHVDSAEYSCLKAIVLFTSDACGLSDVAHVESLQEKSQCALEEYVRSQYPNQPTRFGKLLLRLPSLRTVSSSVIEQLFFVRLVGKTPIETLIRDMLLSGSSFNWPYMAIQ
TROY signal inh = blocks TROY-dependent signaling in reporter cells; actives 0.98% (n = 360,000); AID 1347056; inhibition, % at 10 µM; Q293 LMP1-TROYcd NF-kB luciferase reporter, 4 h;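 active = compounds whose plate-normalised and pattern-corrected inhibition of the luciferase reporter signal at the single screening dose is 50% or more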
TWEAK-Fn14 inh = blocks TWEAK-Fn14 interaction in a reporter cell assay. TWEAK-stimulated Fn14 reporter cells, luciferase luminescence, 8 h. inhibition, % at 10 µM. actives 2% (n = 360,000). AID 1159606; in the data active = inhibition above about 50%
TRAIL sens C8 = caspase-8 TRAIL sensitization. NB7+C8 cells + TRAIL, ATPlite viability luminescence. inhibition (viability loss, TRAIL sensitization), % at 10 µM. actives 1% (n = 360,000);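 active = compounds causing at least 50% loss of cell viability in the single-dose screen, relative to plate controls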
Numbers without * were called inactive; / = not tested or not shown.

SMILES	NCOA2 inhibitor	KKLEB cytotox	EBV LMP1 NFkB	SRC1 inh	SRC3 inh	CF NFkB inh	NR5A2 inv ag	NR2F2 inh	TROY signal inh	TWEAK-Fn14 inh	TRAIL sens C8
COc1cc(N(C)C)c([N+](=O)[O-])cc1C(=O)NC(C)CNc1ccc([N+](=O)[O-])cc1Cl (stereo not drawn)	10	-4	6	-26	10	1	11	2	-10	-12	-4
COc1ccc(NC(=S)Nc2ccccc2Cl)cn1	-12	15	-2	4	6	-14	-9	-3	-17	-25	-6
COc1ccc(N2CCC(N3CCN(C)C(CCO)C3)CC2)cc1 (stereo not drawn)	-1	7	0	7	-7	-4	-26	14	11	3	2
COc1ccc(N(CC(=O)Nc2ccc3c(c2)OCCO3)S(=O)(=O)c2cccc(C)c2)cc1	-12	-18	5	3	9	13	11	3	-9	5	6
Cc1ccc(NC(=O)C(C)Sc2nnc(C)n2CC2CCCO2)cc1 (stereo not drawn)	14	-4	1	0	0	-5	-7	3	6	-12	-17
Cc1nnc(SCc2nnc(-c3cccs3)o2)s1	5	-4	3	1	1	-2	-2	6	5	4	-7
CCCCCCC(O)(c1ccccc1)C(CN1CCOCC1)c1ccccc1 (stereo not drawn)	-14	-4	1	-1	-3	22	-6	0	36	20	-6
C=CCN(CC=C)C(=O)C1CC(=O)N(c2ccc(Br)cc2)C1 (stereo not drawn)	11	1	3	-19	7	-10	-7	-3	-7	2	4
NC(=O)C1CC(=O)N(c2ccc(OCc3ccc(Cl)cc3)cc2)C1 (stereo not drawn)	-49	10	-23	-105	-82	-10	-153	-21	-56	-11	-7
CCC(c1nnnn1Cc1ccco1)N(Cc1ccccc1OC)Cc1cc2cc(C)ccc2[nH]c1=O (stereo not drawn)	-10	-12	-3	-14	-14	11	2	-5	-2	10	-4
COc1ccccc1C(CNC(=O)c1oc2ccccc2c1C)N1CCCC1 (stereo not drawn)	-5	-24	-17	-18	3	-11	-19	6	-35	-17	12
Cc1cc(=O)n(C)c(=O)n1CCCCCCN1CCCC1	-18	-2	-7	8	9	-4	-13	4	-11	1	5
COc1cccc(C2=NOC(C(=O)NC(C)C)C2)c1 (stereo not drawn)	-8	8	-2	4	-22	-21	3	-16	2	-1	2
CC(C)C(=O)N(Cc1cc2ccccc2[nH]c1=O)C(C)C	8	-3	-2	-5	-4	4	8	-3	-11	14	6
Cn1c(COc2ccccc2)nnc1SCC(=O)NNC(=O)C1CCCCC1	-50	4	-7	-5	0	1	0	-7	3	0	-2
CC(=O)NCCn1c(SCC(=O)OCc2ccccc2)nc2ccccc2c1=O	8	3	-11	-19	4	-12	8	8	-5	-3	-19
O=C(NCc1ccc(F)cc1)c1ccc(CS(=O)(=O)Cc2ccc(F)cc2)o1	11	-4	2	4	4	12	23	14	9	-1	0
CCCNC(=O)CCc1nnc2ccc(N3CCC(C)CC3)nn12	6	12	-1	15	4	8	0	-1	7	9	8
CN1C(=O)N(CC(=O)Nc2nccs2)C(=O)C12CCCCC2	-12	5	5	-15	-5	-7	0	-18	4	-2	-24
Fc1cc(Cl)ccc1NC(=S)NCCN1CCOCC1	2	-4	1	-6	22	-31	-9	-12	-9	33	-15
Cc1ccc(S(=O)(=O)/N=C(/NC(=S)Nc2c(C)n(C)n(-c3ccccc3)c2=O)c2ccccc2)cc1	16	6	-1	7	9	-13	20	2	0	-13	-13
O=C(NCCc1ccc(Cl)cc1)c1ccc(S(=O)(=O)N2CCCC2)cc1	-7	-4	-11	0	1	0	-11	-11	-3	-5	-17
O=C(Nc1cc(C(=O)N2CCN(c3ccccc3)CC2)ccc1Cl)c1cccs1	-45	-2	-4	-3	30	9	8	8	1	-11	6
CC1CCCC(C)N1CCCNC(=O)c1ccc2c(c1)NC(=O)c1ccccc1S2 (stereo not drawn)	1	-4	15	9	9	15	-3	5	7	-7	14
Cc1csc(NC(=O)CSc2ccc3nnc(CCNS(=O)(=O)c4ccccc4)n3n2)n1	2	12	-11	-2	8	-3	9	10	7	5	15
CCCCCCn1nc(C(=O)N(CCOC)c2c(N)n(CCCC)c(=O)[nH]c2=O)c2ccccc2c1=O	2	-11	3	-10	21	-6	7	-6	-13	-3	-15
CC(C)Nc1nc(Cl)nc(NC2CCCCC2)n1	-41	-1	-3	-14	-18	23	-24	-16	-23	20	-17
O=C(COC(=O)/C=C/c1ccccc1[N+](=O)[O-])Nc1ccc(S(=O)(=O)N2CCOCC2)cc1	-23	6	4	2	7	1	13	-2	13	2	7
COc1ccc2c(c1)CCc1c(C(=O)N3CCCC3)noc1-2	-35	11	-25	-87	-67	5	-136	-41	-34	-17	-11
CC(=O)Nc1ccc(NS(=O)(=O)c2ccc(-c3cnc(C4CC4)o3)cc2)cc1	15	-11	-2	-36	9	-16	28	5	-1	2	-3
Cc1cccc2nc(C(=O)Nc3cc(Cl)ccc3-n3cncn3)cn12	-1	18	-12	-22	-19	-27	-8	-14	-17	-10	-6
Cc1cc2cc3n(c2nn1)N=C(Cl)CC3	-1	-2	4	2	9	19	8	0	-7	-9	-6
C/C(=N\NS(=O)(=O)c1ccccc1)c1cccc(NC(=O)c2cccc(Cl)c2)c1	-8	-14	1	-1	-4	0	-28	-1	-20	23	-10
CCOC(=O)c1cc[nH]c1C	-4	-9	-2	-7	11	6	6	-28	4	4	3
CC(=O)N1CCN(C2=Nc3cccc4cccc2c34)CC1	-13	1	-6	3	12	-7	9	2	1	9	9
O=C(COc1ccc([N+](=O)[O-])cc1)NCc1ccncc1	-24	2	0	-7	-3	-18	9	1	-6	-1	-8
CCCCOc1ncnc2c1[nH]c1ccc(F)cc12	-4	6	4	3	-2	-4	9	56*	7	45	13
CSc1ccc(C=O)cc1	-2	-10	-1	-9	8	21	-10	15	4	-2	-4
CC(C)C(=O)N1CCN(c2ccc(NC(=O)c3ccc([N+](=O)[O-])o3)cc2Cl)CC1	-14	-12	-37	-6	-6	69*	37	3	25	18	67*
CCOc1ccc(S(=O)(=O)N2CCN=C2c2ccccc2)cc1	11	-18	1	-5	7	0	9	4	12	25	28
Cc1ccc2cccc(Oc3ncnc4sc(C)c(C)c34)c2n1	11	1	4	-16	0	-3	18	-1	-12	7	-2
COc1ccc(Cl)c2sc(N3CCN(C(C)=O)CC3)nc12	-11	-4	-5	-6	5	10	-21	0	9	-10	9
COc1cccc(N2CC(NS(=O)(=O)c3cccs3)CC2=O)c1 (stereo not drawn)	-26	-3	-1	-1	12	13	14	-29	11	-2	10
O=C(c1cc(COc2c(F)cccc2F)on1)N(Cc1ccccc1)CC1CC1	-33	13	6	-20	2	-10	-3	1	-17	-15	1
O=C(NCc1ccco1)[C@@H]1CCCN1C(=O)c1cccs1	10	6	-5	-23	14	-1	16	2	-1	-5	-5
COC(=O)[C@]12CCCCC=C1N(Cc1cccc3ccccc13)C(=O)[C@H](CC(=O)N1CCSCC1)C2	-9	/	/	/	/	/	-33	0	13	4	12
Cc1ccc(CNC(=O)CSc2nc3ccsc3c(=O)n2Cc2ccccn2)cc1	8	3	-4	-48	-22	-13	-18	11	-33	0	-5
CCOc1ccc(C2C(C#N)=C(N)Oc3nc[nH]c(=O)c32)cc1OC (stereo not drawn)	11	-8	5	-13	12	8	-8	6	2	6	-5
COc1ccc(OC)c(-n2c(SCC(=O)Nc3cccc(S(N)(=O)=O)c3)nc3ccccc3c2=O)c1	4	-9	-4	-2	3	1	-1	4	0	15	9
N#CCSc1nnc(COc2ccccc2)n1-c1ccccc1	1	9	4	3	-2	-6	2	3	8	9	-10
COC(=O)c1ccc(/C=C/C(=O)OCC(=O)NCc2cccs2)cc1	6	19	-10	-5	-14	-54	-18	-3	-13	-16	2
c1ccc(-c2onc(-c3ccco3)c2-c2ccc3c(c2)OCO3)cc1	15	-15	-1	-5	-1	17	-1	2	-8	13	11
O=C(Cc1nnc(NC(=O)c2ccccc2)s1)N/N=C/c1ccc(O)cc1	-12	-4	2	-24	-4	-14	-3	-15	-4	58*	7
CCc1ccc(N2CC(C(=O)Nc3ccc(S(=O)(=O)N4CCCCC4)cc3)CC2=O)cc1 (stereo not drawn)	-7	7	-5	6	3	21	20	17	18	13	-9
CN(C(=O)C1CCCO1)c1nnc(-c2ccccn2)s1 (stereo not drawn)	-16	1	-1	-19	5	-3	-25	-33	-50	-8	-8
COc1ccc(NS(=O)(=O)c2ccc(C)cc2)c([N+](=O)[O-])c1	-3	-4	-2	0	-11	4	-1	-3	5	-7	-6
COc1cc(NC(=O)c2ccc3c(c2)OCO3)ccc1NC(=O)C(C)C	-4	-4	-7	-17	13	4	-18	-5	-17	-11	27
O=C(COC(=O)[C@@H]1CC(O)CN1S(=O)(=O)c1ccc2c(c1)OCCO2)Nc1ccccc1F (stereo partly drawn)	11	6	-3	-21	22	4	-14	11	12	-6	12
COc1ccc(NC(=O)CN(c2ccc(OC)c(Cl)c2)S(=O)(=O)c2ccccc2)c(OC)c1	-10	-2	7	5	0	0	2	15	-11	-10	-30
O=C(OCc1ccc(Cl)c(Cl)c1)c1ccc[nH]1	-53	2	-26	-38	-45	11	-35	-39	-24	-35	-3

Structural class: the entries above with a cyano group (two)
SMILES	NCOA2 inhibitor	KKLEB cytotox	EBV LMP1 NFkB	SRC1 inh	SRC3 inh	CF NFkB inh	NR5A2 inv ag	NR2F2 inh	TROY signal inh	TWEAK-Fn14 inh	TRAIL sens C8
CCOc1ccc(C2C(C#N)=C(N)Oc3nc[nH]c(=O)c32)cc1OC (stereo not drawn)	11	-8	5	-13	12	8	-8	6	2	6	-5
N#CCSc1nnc(COc2ccccc2)n1-c1ccccc1	1	9	4	3	-2	-6	2	3	8	9	-10

Later entries.
SMILES	NCOA2 inhibitor	KKLEB cytotox	EBV LMP1 NFkB	SRC1 inh	SRC3 inh	CF NFkB inh	NR5A2 inv ag	NR2F2 inh	TROY signal inh	TWEAK-Fn14 inh	TRAIL sens C8
O=C(Nc1ccc(Br)cc1Cl)Nn1cnnc1	-10	-3	3	10	16	-5	5	14	11	4	-6
CCC(=O)Nc1cc(NC(=O)CSc2nnc(C(C)C)n2CC)ccc1C	15	-2	-3	-18	3	-5	3	-13	-1	-9	-7
COc1ccc(NC(=S)N(Cc2ccc(Cl)cc2)Cc2ccc(C(=O)O)cc2)cc1Cl	3	0	0	-10	-2	0	-4	9	3	8	-4
COc1cc(/C=C2\N=C3CCCCCN3C2=O)ccc1O	-30	8	-20	-62	-60	15	-71	-47	-46	-14	-6
O=C1c2ccccc2-n2c1nc1ccccc1c2=O	-27	-3	6	-15	25	33	47	24	-60	2	19
COc1ccc(-c2c(C)oc3c(CN4CCCCC4C)c(O)ccc3c2=O)cc1OC (stereo not drawn)	-6	3	-1	-10	-21	14	-3	5	-5	3	-6
O=C(NNC(=O)C1CCCO1)c1ccc(F)cc1 (stereo not drawn)	3	-10	1	4	13	12	-18	-3	-20	1	-3
CSc1nc(C)cc(OCC#N)n1	-14	-6	0	-17	-16	-3	-2	5	8	-8	-6

Assay outcomes (PubChem BioAssay)
